# Apoferritin bind = binds horse apoferritin like a general anesthetic | P02791 | apoferritin/1-aminoanthracene competitive binding, fluorescence | Potency, µM (highest dose often 77.5 µM), inactives show at the top dose activity change, negative = displacement, hits mostly inhibitors | actives 0.074% (n = 350,000) | AID 485281; further: potency means the concentration at half of the fitted maximal effect; on the % scale 0 is the no-effect control and ±100 the full control effect; nearly all actives have a fitted effect of over 20% in size
# Target sequence (P02791 2-175 limits assumed): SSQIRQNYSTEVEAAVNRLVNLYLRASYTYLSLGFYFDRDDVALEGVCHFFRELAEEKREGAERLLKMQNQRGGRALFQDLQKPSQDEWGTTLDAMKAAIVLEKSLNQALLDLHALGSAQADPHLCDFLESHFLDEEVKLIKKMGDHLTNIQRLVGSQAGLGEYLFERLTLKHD
#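 Steps: apoferritin (10 uM) was premixed with half-saturated 1-AMA in PBS, compounds were pin-transferred, plates stood 10 min at room temperature, fluorescence was read at 380/535 nm, and curves were fitted with a Hill equation.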
# Pol eta inh = inhibitors of human DNA polymerase eta; Q9Y253; recombinant Pol eta, fluorescent DNA replication assay; Potency, µM (series often up to 114 µM), for inactives: top-dose activity change, negative = inhibition, usual class: inhibitors; actives 1.2% (n = 390,000); AID 588591; further: potency means the concentration at half of the fitted maximal effect; on the % scale 0 is the no-effect control and ±100 the full control effect
#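 Pol eta at 10 nM preincubated with compounds 15 min at room temperature; reaction started with fluorescent substrate (50 nM final) and read kinetically at 0 and 10 min.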
# Pol beta inh = inhibitors of human DNA polymerase beta; Pol beta primer extension/strand displacement, fluorescence kinetic; P06746; Potency, µM (titrated, usually from 114 µM), for inactives: at the highest dose activity change, negative = inhibition, hits mostly inhibitors; AID 485314; actives 1.3% (n = 340,000); further: potency means the concentration at half of the fitted maximal effect; on the % scale 0 is the no-effect control and ±100 the full control effect
#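 Enzyme-only controls used 10 nM Pol beta; buffer lacking enzyme served as negative control. Compound preincubated 15 min, then 50 nM substrate added; 0 and 10 min reads at room temperature.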
# BLM inh = inhibitors of human Bloom syndrome helicase BLM. P54132. recombinant BLM DNA unwinding, fluorescence dequenching. Potency, µM (doses to about 56.1 µM), for inactives: top-dose activity change, negative = inhibition, usual class: inhibitors. actives 0.2% (n = 350,000). AID 2528;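 further: potency means the concentration at half of the fitted maximal effect; plate controls were vehicle for no effect and no enzyme for full effect; nearly all actives have a fitted effect of over 35% in size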
# LDHA inh = inhibitors of human lactate dehydrogenase A; actives 0.15% (n = 480,000); activity change, % (values are at about 110 or 230 µM); purified LDHA, NADH/diaphorase-resazurin fluorescence; stronger effect = lower value; AID 1347041; in the data active means activity change below about -30%; inconclusive means mostly about -25% to -30%;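 further: plate controls were DMSO wells for no effect and wells without enzyme for full effect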
#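 Human LDH5 (2 nM) was incubated with 0.06 mM NADH and 0.2 mM pyruvate for 5 min at room temperature in Tris pH 7.4. Remaining NADH was coupled through diaphorase/resazurin, and resorufin fluorescence was read at 0 and 20 min.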
# GRP78 ERSR act = induces the endoplasmic reticulum stress response in human glioma cells. U87-MG GRP78 promoter luciferase reporter, 16 h. actives 0.02% (n = 420,000). AID 602332. Potency, µM, inactives show top-dose activation, most hits filed as activators; further: potency means the concentration at half of the fitted maximal effect; series mostly up to about 76 µM; % of control where 0% means no effect; nearly all actives have a fitted effect of over 35% in size
#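 Stably transfected U87-MG glioma cells carrying a GRP78-based luciferase sensor; 16 h compound incubation. Luminescence end-point read 10 min after Bright-Glo addition at room temperature.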
# Pol iota inh = blocks human DNA polymerase iota activity; Q9UNA4; Pol iota fluorescent replication assay, 10 min; Potency, µM (doses to about 115 µM), inactives show at the highest dose activity, negative = inhibition, most hits filed as inhibitors; actives 1% (n = 390,000); AID 588590; further: potency means the concentration at half of the fitted maximal effect
#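 Pol iota at 10 nM preincubated 15 min with compounds at room temperature; reaction started with fluorescent substrate, 50 nM final. Fluorescence read kinetically at 0 and 10 min; buffer-only wells as negative control.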
# POLK inh = inhibitors of human DNA polymerase kappa | purified Pol kappa, fluorescent DNA synthesis assay, 10 min | actives 0.53% (n = 400,000) | Potency, µM (titrated, usually from 107 µM), for inactives: at the top dose activity, negative = inhibition, most hits filed as inhibitors | AID 588579; further: potency means the concentration at half of the fitted maximal effect; on the % scale 0 is the no-effect control and ±100 the full control effect
# Target sequence (Q9UBT6 whole entry, looked up): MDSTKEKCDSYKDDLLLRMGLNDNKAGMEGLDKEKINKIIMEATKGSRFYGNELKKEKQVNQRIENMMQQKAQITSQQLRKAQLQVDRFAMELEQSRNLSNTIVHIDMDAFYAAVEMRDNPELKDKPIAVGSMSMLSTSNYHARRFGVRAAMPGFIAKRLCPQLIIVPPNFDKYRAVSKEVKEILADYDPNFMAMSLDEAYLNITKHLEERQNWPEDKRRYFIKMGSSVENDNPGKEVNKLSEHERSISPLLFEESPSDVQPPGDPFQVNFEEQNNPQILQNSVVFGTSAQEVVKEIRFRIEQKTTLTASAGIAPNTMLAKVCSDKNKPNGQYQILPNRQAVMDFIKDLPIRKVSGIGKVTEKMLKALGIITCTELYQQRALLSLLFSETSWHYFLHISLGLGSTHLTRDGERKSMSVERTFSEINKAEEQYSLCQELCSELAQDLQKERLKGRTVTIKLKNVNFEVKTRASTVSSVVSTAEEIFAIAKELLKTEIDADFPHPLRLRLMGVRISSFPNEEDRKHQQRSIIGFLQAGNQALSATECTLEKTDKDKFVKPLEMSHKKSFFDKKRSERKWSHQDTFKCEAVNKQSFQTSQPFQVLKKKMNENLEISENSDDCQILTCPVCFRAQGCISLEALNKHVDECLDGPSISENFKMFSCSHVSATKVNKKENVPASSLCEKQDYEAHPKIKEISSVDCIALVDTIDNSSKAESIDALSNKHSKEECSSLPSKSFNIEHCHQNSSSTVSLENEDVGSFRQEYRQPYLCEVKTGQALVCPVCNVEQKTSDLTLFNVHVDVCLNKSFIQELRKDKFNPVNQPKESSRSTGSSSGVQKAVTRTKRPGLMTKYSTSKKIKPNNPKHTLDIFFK
#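 10 nM Pol kappa was preincubated with compounds for 15 min at room temperature. Reaction started with 50 nM (final) substrate. Fluorescence read kinetically at 0 and 10 min.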
# APE1 inh = APE1 (human) endonuclease inhibition | P27695 | recombinant APE1, TAMRA/BHQ-2 abasic DNA cleavage fluorescence | Potency, µM (series often up to 65.8 µM), inactives show at the top dose activity change, negative = inhibition, most hits filed as inhibitors | actives 0.35% (n = 350,000) | AID 2517;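 further: potency means the concentration at half of the fitted maximal effect; plate controls were vehicle for no effect and reference inhibitor for full effect; nearly all actives have a fitted effect of over 55% in size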
#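 Compound pre-exposure to 0.75 nM APE1, 15 min at ambient temperature. Reaction initiated with 50 nM TAMRA/BHQ-2 THF substrate, read immediately in kinetic mode, 525 nm excitation, 598 nm emission.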
# Starred values were filed as active, the others as inactive; ? = inconclusive; · = not tested or not shown; & = joins results of further samples; [ ] = remark or other dose. Unless noted, the call rests on the fitted dose curve; in most records, active means well fitted curve in the direction sought with a large enough effect; inconclusive means small, poorly fitted or top-dose-only effect, or another doubt; inactive means no such curve, though single readings can be large; an effect the other way counts as inactive or inconclusive. These rows are one share of the data; rates above refer to the full screens.
entry	canonical_smiles	Apoferritin bind	Pol eta inh	Pol beta inh	BLM inh	LDHA inh
1	Nc1nnc(-c2ccccc2)c(-c2ccccc2)n1	-2%	-11%	4%	-7%	-10
2	Cc1ccccc1NC(=O)CCC(=O)N1CCSc2ccccc21	-7%	-10%	?	-4%	-7
3	Clc1cccc(-c2noc3ncnc(NC4CCCCC4)c23)c1	-4%	-14%	11%	2%	2
4	CCOC(=O)c1c(C)[nH]c(CCC(=O)NCc2ccc(F)cc2)c1C	-7%	-21%	1%	0%	-20
5	Fc1ccc(-c2nnc(SCc3ncc(-c4ccccc4)o3)n2CC2CCCO2)cc1 (stereo not given)	-9%	-3%	-2%	0%	1
6	C#CCOCCOCCOCCNc1nc(N2CCN(C(=O)[C@H](CCCN=C(N)N)n3cc(C(N)[C@H](C)CC)nn3)CC2)nc(N2CCN(C(=O)[C@H](CC(N)=O)n3cc(C(N)[C@@H](C)CC)nn3)CC2)n1 (stereo not given in full)	·	-8%	·	·	1
7	CC1CCN(c2ccc3c(c2)S(=O)(=O)c2cccc(C(=O)NCc4ccc(F)cc4)c2C3=O)CC1	·	-6%	·	·	-18
8	O=C(OCc1ccco1)c1ccc2c(c1)N(Cc1cccc(F)c1)C(=O)c1ccccc1S2	-15%	-17%	-1%	-5%	-10
9	Cc1ccc(C(=O)OCC(=O)Nc2sc3c(c2C#N)CCCC3)cc1NC(=O)c1ccco1	?	?	-1%	-11%	-6
10	CC1CCN(C(=S)Nc2ccc3nc4n(c(=O)c3c2)CCCCC4)CC1	-9%	-9%	0%	1%	0

entry	GRP78 ERSR act	Pol iota inh	POLK inh	APE1 inh
1	-5%	17%	-15%	27%
2	0%	-20%	-12%	·
3	-2%	45%[activator]	-25%	·
4	-4%	18%	-13%[60.1 µM]	·
5	-4%	12%	-3%	9%
6	-2%	?	19%	51%[activator]
7	-4%	-1%	18%	35%
8	-3%	232%[activator]	-6%[60.1 µM]	·
9	-4%	?	-11%	-7%
10	-5%	37%[activator]	-5%	-4%

# Following part
entry	canonical_smiles	Apoferritin bind	Pol eta inh	Pol beta inh	BLM inh	LDHA inh
11	CC/C(=N\NC(=O)Cc1ccc(Br)cc1)c1cccs1	?	12%	22%	-5%	0
12	COc1ccccc1N(C)S(=O)(=O)c1ccc(C(=O)O)cc1	0%	-20%	0%	0%	-2
13	O=C(NCc1ccccc1Cl)C1CCN(S(=O)(=O)c2ccc(N3CCCC3=O)cc2)CC1	-6%	-11%	-1%	-7%	0
14	Cc1cc(C)n(-c2nc(NC(C)C)nc(NC(C)C)n2)n1	-13%	-16%	19%	0%	-4&0
15	CC(C)(C)C1CCC(=NNC(=O)c2cc(-c3ccccc3)n[nH]2)CC1 (stereo not given)	-14%	-7%	0%	2%	0
16	Oc1ccccc1-c1csc(-c2ccccc2)n1	-10%	-15%	25%	-20%	-7
17	CC(=O)c1cccc(NC(=O)c2ccc(N(Cc3ccccc3C)S(C)(=O)=O)cc2)c1	2%	-16%	-2%	-7%	2
18	CCn1c(SCC(=O)N2CCOCC2)nnc1-c1cccs1	-7%	-7%	2%	-2%	-1
19	COc1ccc([N+](=O)[O-])cc1NC(=O)c1ccc(CN(c2ccc(C)c(C)c2)S(C)(=O)=O)cc1	1%	9%	19%	0%	1
20	Cc1ccc(C(=O)OCC(=O)NC(=O)c2cccn2C)cc1	-6%	2%	-2%	-4%	-2

entry	GRP78 ERSR act	Pol iota inh	POLK inh	APE1 inh
11	4%	4%	-2%	43%
12	0%	-6%	-27%	-5%
13	-3%	?	15%	-2%
14	2%&-4%	7%&14%	-4%&0%	-1%
15	0%	3%	-18%	-1%
16	6%	-14%	-10%	1%
17	-5%	?	-14%	-9%
18	-1%	-4%	0%	0%
19	-2%	14%	-4%[60.1 µM]	-1%
20	-11%	22%	14%	3%

# Sorted by the number under LDHA inh (largest number first): 4 of the compounds above.
entry	canonical_smiles	Apoferritin bind	Pol eta inh	Pol beta inh	BLM inh	LDHA inh
19	COc1ccc([N+](=O)[O-])cc1NC(=O)c1ccc(CN(c2ccc(C)c(C)c2)S(C)(=O)=O)cc1	1%	9%	19%	0%	1
11	CC/C(=N\NC(=O)Cc1ccc(Br)cc1)c1cccs1	?	12%	22%	-5%	0
18	CCn1c(SCC(=O)N2CCOCC2)nnc1-c1cccs1	-7%	-7%	2%	-2%	-1
12	COc1ccccc1N(C)S(=O)(=O)c1ccc(C(=O)O)cc1	0%	-20%	0%	0%	-2

entry	GRP78 ERSR act	Pol iota inh	POLK inh	APE1 inh
19	-2%	14%	-4%[60.1 µM]	-1%
11	4%	4%	-2%	43%
18	-1%	-4%	0%	0%
12	0%	-6%	-27%	-5%

# The listing continues.
entry	canonical_smiles	Apoferritin bind	Pol eta inh	Pol beta inh	BLM inh	LDHA inh
21	CCCCn1c(N)c(N(CCOC)C(=O)c2cc3c(s2)CCCCC3)c(=O)[nH]c1=O	·	-17%	·	·	-2&-3
22	CN(C)C1(CNC(=O)COc2ccc([N+](=O)[O-])cc2)CCCCC1	-2%	-10%	-2%	1%	-9
23	Cc1cc2c(cc1S(=O)(=O)N(C)CC(=O)Nc1cccc(C#N)c1)OCC(=O)N2	-3%	-4%	-2%	0%	9
24	O=C1N(Cc2ccccc2)CCCC12CCCN(Cc1ccccc1)C2=O	-3%	-11%	1%	-4%	1
25	O=C(CNc1cc(S(=O)(=O)N2CCCC2)ccc1OCC(F)(F)F)Nc1ccc(SC(F)F)cc1	0%	-22%	0%	-6%	7
26	COc1ccc(C2c3ccc(O)cc3Oc3ncn(CC(C)C)c(=N)c32)cc1 (stereo not given)	0%	4%	0%	3%	-9
27	COc1nc(N2CCCCCC2)nc(N2CCCCCC2)n1	-20%	-9%	-21%	-8%	-7
28	CN(C)c1ccc(P(=O)(OCc2ccccc2)C(O)c2ccc(Cl)cc2)cc1 (stereo not given)	4%	-11%	?	-1%	2
29	Nc1ccc2c(=O)[nH][nH]c(=O)c2c1	·	-15%	·	·	-3
30	CCN(CC(=O)Nc1ccccc1C(F)(F)F)C(=O)CCOc1ccc(C)cc1	·	-18%	·	·	-1

entry	GRP78 ERSR act	Pol iota inh	POLK inh	APE1 inh
21	-2%	31%[activator]	-6%	10%
22	0%	17%	-18%	·
23	-2%	13%	-3%[60.1 µM]	·
24	-2%	5%	0%	0%
25	-3%	30%	-10%	3%
26	-3%	23%	-5%	1%
27	1%	11%	-10%	-3%
28	-4%	97%[activator]	-9%	-4%
29	-5%	23%	0%	·
30	-5%	-8%	-5%	12%

# Additional entries follow:
entry	canonical_smiles	Apoferritin bind	Pol eta inh	Pol beta inh	BLM inh	LDHA inh
31	COC(=O)C1CCN(CC(=O)Nc2cc(C)c3c(=O)oc4ccccc4c3n2)CC1	-3%	-3%	15%	-9%	-8
32	Cc1oc2ncn(C)c(=O)c2c1C(=O)N1CCN(c2ccccc2F)CC1	7%	-15%	13%	-2%	-2
33	CCn1c(N2CCN(C(=S)NC)CC2)nc2ccccc21	-5%	-1%	5%	3%	-9
34	Cc1nc(SCc2nc3c(C)cccc3[nH]2)c2oc3ccccc3c2n1	·	-4%	·	·	-17
35	CC(C)c1ccc(/C=N/NC(=O)CC(=O)NC2CCCCC2)cc1	?	-12%	-1%	-2%	0
36	COC(=O)c1ccc(NC(=O)c2nc(S(=O)(=O)Cc3cccc(C)c3)ncc2Cl)cc1	?	-4%	1%	-7%	0
37	O=[N+]([O-])c1cccc(Oc2cnccn2)c1	-6%	-10%	2%	-2%	-8
38	Cc1cccc(NC(=O)NC(C)C(c2ccccc2)N2CCN(C)CC2)c1 (stereo not given)	-3%	-3%	12%	0%	-7
39	O=C(NCc1ccccc1F)c1sc2ncccc2c1-n1cccc1	-19%	-1%	-26%	-2%	3
40	Cc1ccc2oc(=O)c3cnn(CC(=O)NCCN4CCOCC4)c3c2c1	11%	-7%	17%	4%	-1
41	CCC1CCCCN1Cc1cn2c(-c3ccc(Br)cc3)nnc2s1 (stereo not given)	-8%	-8%	9%	-4%	-2
42	COc1ccc(S(=O)(=O)N2CCCC2CNC(=O)C(=O)NC2CC2)cc1 (stereo not given)	·	2%	·	·	-3
43	CC(C)(C)NC(=O)Cn1c(Cl)nc2ccccc21	-3%	-14%	28%	2%	-4

entry	GRP78 ERSR act	Pol iota inh	POLK inh	APE1 inh
31	-1%	-24%	-15%	·
32	1%	33%[activator]	-18%	·
33	-4%	9%	-8%	-3%
34	2%	?	-6%	-6%
35	-4%	62%[activator]	-3%	-2%
36	-19%	?	3%	-13%
37	-6%	34%[activator]	1%	18%[12.4 µM]
38	-4%	176%[activator]	0%	6%
39	-2%	28%	-7%[60.1 µM]	·
40	-1%	0%	7%	10%
41	0%	9%	-1%[60.1 µM]	·
42	-2%	71%[activator]	-2%	-8%
43	-3%	31%[activator]	-23%	15%

# A draw from above in order of number of heavy atoms, smallest number first:
entry	canonical_smiles	Apoferritin bind	Pol eta inh	Pol beta inh	BLM inh	LDHA inh
37	O=[N+]([O-])c1cccc(Oc2cnccn2)c1	-6%	-10%	2%	-2%	-8
39	O=C(NCc1ccccc1F)c1sc2ncccc2c1-n1cccc1	-19%	-1%	-26%	-2%	3
38	Cc1cccc(NC(=O)NC(C)C(c2ccccc2)N2CCN(C)CC2)c1 (stereo not given)	-3%	-3%	12%	0%	-7

entry	GRP78 ERSR act	Pol iota inh	POLK inh	APE1 inh
37	-6%	34%[activator]	1%	18%[12.4 µM]
39	-2%	28%	-7%[60.1 µM]	·
38	-4%	176%[activator]	0%	6%

# Bioassay records (PubChem BioAssay)
